PAFAH1B3 FP inh = PAFAH1B3 enzyme inhibitors, primary screen, biochemical, fluorescence polarization, human | recombinant PAFAH1B3, FP-rhodamine probe | inhibition, % at 3.39 µM | actives 0.28% (n = 340,000);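 active = inhibition above the screen-wide average of all tested compounds plus 3 SD, cut at about 25% in these data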;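 also: 0% = enzyme with DMSO only and 100% = wells lacking PAFAH1B3 protein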
GSTO1 inh = inhibitors of recombinant GSTO1, primary screen, counter-screen for RBBP9 inhibitor project, biochemical, fluorescence polarization | Glutathione S-transferase omega-1 (Homo sapiens), P78417 | activity-based probe fluorescence polarization | inhibition, % at 5.96 µM | actives 1.1% (n = 300,000) | AID 1974, 2009;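 active = inhibition above the campaign mean inhibition plus 3 SD, cut at about 35% in these data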;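 also: 0% = GSTO1-1 with DMSO and 100% = wells lacking GSTO1-1 enzyme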
PAFAH2 inh = PAFAH2 enzyme inhibitors, primary screen, biochemical, fluorescence polarization, human. recombinant PAFAH2, FP-rhodamine activity probe. inhibition, % at 3.39 µM. actives 0.99% (n = 340,000);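 active = inhibition above the mean over all tested compounds plus 3 SD, cut at about 30% in these data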;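 also: inhibitors block probe labeling of enzyme so polarization drops; 0% = enzyme with DMSO and 100% = wells lacking PAFAH2 protein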
LYPLA1 inh = LYPLA1 inhibitors, primary screen, counter-screen for PME1 inhibitor project, biochemical, fluorescence polarization, FP-Rh probe ABPP. Acyl-protein thioesterase 1 (Homo sapiens), O75608. recombinant LYPLA1. inhibition, % at 5.9 µM. actives 0.16% (n = 320,000). AID 2174, 2009;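 active = inhibition above the mean of all tested compounds plus 3 SD, set per campaign, cut at about 14% in these data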;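 also: inhibitors block serine hydrolase probe labeling of LYPLA1 so polarization falls; 0% = enzyme with DMSO and 100% = wells lacking LYPLA1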
Target sequence (O75608 whole entry, looked up): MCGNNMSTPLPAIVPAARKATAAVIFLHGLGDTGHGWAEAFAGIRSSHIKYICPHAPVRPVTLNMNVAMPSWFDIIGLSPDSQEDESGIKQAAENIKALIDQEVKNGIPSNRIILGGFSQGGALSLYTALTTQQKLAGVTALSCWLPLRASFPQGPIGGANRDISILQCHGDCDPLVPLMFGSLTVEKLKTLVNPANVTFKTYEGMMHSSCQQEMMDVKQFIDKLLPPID
PAFAH1B2 inh = PAFAH1B2 enzyme inhibitors, primary screen, biochemical, fluorescence polarization, human | recombinant PAFAH1B2, FP-rhodamine activity probe | inhibition, % at 3.39 µM | actives 1.2% (n = 340,000) | AID 492953, 2010;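 active = inhibition above the mean of all tested compounds plus 3 SD, cut at about 24% in these data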;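 also: 0% = enzyme with DMSO and 100% = wells lacking PAFAH1B2; many of its hits are not listed in these tables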
PME-1 inh = PME-1 inhibitors via competitive probe labeling, primary screen, biochemical, fluorescence polarization, FP-Rh probe, HTS; Protein phosphatase methylesterase 1 (Homo sapiens), Q9Y570; recombinant PME-1; inhibition, % at 5.9 µM; actives 0.53% (n = 320,000);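 active = inhibition above the campaign mean of all compounds plus 3 SD, cut at about 26% in these data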;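 also: competitive labeling of PME-1 active site by serine hydrolase directed probe; 0% = PME-1 with DMSO and 100% = wells lacking PME-1 enzyme; inhibitors block probe labeling so polarization falls and inhibition rises; many of its hits are not listed in these tables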
pPAFAH FP inh = pPAFAH enzyme inhibitors, primary screen, biochemical, fluorescence polarization, human; recombinant pPAFAH, FP-rhodamine probe fluorescence polarization; inhibition, % at 3.39 µM; actives 1.5% (n = 330,000);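 active = inhibition above the mean inhibition across the screen plus 3 SD, cut at about 25% in these data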;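 also: inhibitors block binding of the rhodamine activity-based probe so polarization drops; 0% = enzyme with DMSO and 100% = wells lacking pPAFAH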
Fam108B counter = mouse Fam108B serine hydrolase inhibitors, primary screen, counter-screen for RBBP9 inhibitor project, biochemical, fluorescence polarization. recombinant Fam108B, FP-Rh probe fluorescence polarization. inhibition, % at 9.51 µM. actives 0.33% (n = 300,000). AID 1947, 2009;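 active = inhibition above the screen mean inhibition plus 3 SD, computed separately per campaign, cut at about 18% in these data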;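 also: inhibitors lower polarization as less probe binds the enzyme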
PAD4 inh = human PAD4 inhibitors, primary screen, biochemical, fluorescence polarization, 1536-well format; Protein-arginine deiminase type-4 (Homo sapiens), Q9UM07; recombinant PAD4, RCA probe fluorescence polarization; inhibition, % at 6.36 µM; actives 0.41% (n = 330,000);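 active = percent inhibition above a cutoff equal to the mean of all tested compounds plus 3 SD, cut at about 15% in these data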;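 also: 0% = PAD4 with RCA probe and DMSO and 100% = probe without PAD4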
Target sequence (Q9UM07 whole entry, looked up): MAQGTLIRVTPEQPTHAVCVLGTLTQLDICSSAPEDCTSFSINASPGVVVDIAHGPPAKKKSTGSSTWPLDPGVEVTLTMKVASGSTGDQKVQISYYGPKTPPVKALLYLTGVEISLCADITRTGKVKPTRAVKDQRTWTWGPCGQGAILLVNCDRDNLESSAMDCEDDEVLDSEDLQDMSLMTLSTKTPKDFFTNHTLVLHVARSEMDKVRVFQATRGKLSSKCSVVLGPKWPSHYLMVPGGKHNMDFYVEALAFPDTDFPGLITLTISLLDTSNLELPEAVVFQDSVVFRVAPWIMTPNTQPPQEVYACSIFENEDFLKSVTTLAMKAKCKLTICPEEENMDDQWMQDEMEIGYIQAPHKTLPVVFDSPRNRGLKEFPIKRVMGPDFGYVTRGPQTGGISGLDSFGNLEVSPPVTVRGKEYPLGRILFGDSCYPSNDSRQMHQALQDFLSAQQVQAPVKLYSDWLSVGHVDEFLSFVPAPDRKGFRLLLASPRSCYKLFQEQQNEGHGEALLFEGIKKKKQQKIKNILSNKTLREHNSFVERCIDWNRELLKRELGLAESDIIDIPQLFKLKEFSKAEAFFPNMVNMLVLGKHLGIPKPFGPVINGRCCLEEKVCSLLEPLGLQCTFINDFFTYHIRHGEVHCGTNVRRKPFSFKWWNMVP
* hit, by the source's call; / = not tested or not shown.

#	Molecule	PAFAH1B3 FP inh	GSTO1 inh	PAFAH2 inh	LYPLA1 inh	PAFAH1B2 inh	PME-1 inh	pPAFAH FP inh	Fam108B counter	PAD4 inh
1	O=C(Nc1ccc(Cl)cn1)c1ccc2nccnc2c1	3	1	2	3	4	7	9	4	-3
2	O=C(Cn1ccc(=O)[nH]c1=O)Nc1ccc(C(=O)O)c(O)c1	-4	6	-6	0	0	4	2	4	0
3	CCOc1ccc(NC2=NC(C)(C)N=C(N)N2)cc1	2	10	-4	4	2	8	0	-1	1
4	Cc1cc(=O)oc2c(C)c(OC(C)C(=O)Nc3ccc(N4CCC(C)CC4)cc3)ccc12 (centres undefined)	4	-1	-8	2	-3	1	-1	6	-2
5	Cc1ccc(NC(=O)/C(=C/c2ccncc2)NC(=O)c2ccccc2)cc1	1	-4	7	-5	4	-3	3	0	-1
6	CC1CCCN(C(=O)CSc2cnc3ccccc3n2)C1 (centres undefined)	7	-2	2	-1	2	3	0	-2	0
7	Cc1ccc(N2C(=O)CC(C)CC2=O)cc1	-1	5	3	0	5	-3	4	2	2
8	CC(=O)Nc1ccc(NC(=O)C(C)OC(=O)C2CC3C=CC2C3)cc1 (centres undefined)	3	3	-2	-1	1	0	4	-3	6
9	COc1cccc2cc(C(=O)C3=C(O)C(=O)N(c4cc(C)on4)C3c3cccs3)oc12 (centres undefined)	6	-27	15	0	3	2	20	0	-11
10	Cc1ccc(Cn2ccc(C3CC3)n2)cc1	3	2	24	-3	-1	-3	4	3	0
11	COC1=C(Nc2ccc(OC)cc2)C(=O)c2ccccc2C1=O	4	17	12	5	0	11	7	5	-15
12	O=C1Nc2ccccc2N(O)N1c1ccc(S(=O)(=O)Nc2ccccn2)cc1	-1	3	-2	2	3	-1	5	4	2
13	C/C=C1\COC(C(=O)NCc2cccc(OC)c2OC)(C(F)(F)F)C=C1C=C1CCCCC1 (centres undefined)	1	13	-9	1	0	-1	1	-7	-1
14	Cc1c(NC(=O)CCSc2ccc(Cl)cc2)c(=O)n(-c2ccccc2)n1C	2	-3	4	4	32*	4	8	2	1
15	COc1ccc(Cn2c(C3CC3)nc3ccc(NC(=O)c4cccnc4)cc3c2=O)cc1	-4	-1	-1	-7	-7	-2	2	0	-2
16	CCN(CC(=O)Nc1ccc(Cl)c(S(=O)(=O)N(C)C)c1)Cc1nc2ccccc2c(=O)[nH]1	-1	2	-8	-7	3	4	2	-3	1
17	CCOC(=O)Cn1nnc(-c2ccc(SC)cc2)n1	2	0	0	-1	-4	-2	5	-1	3
18	CCC1(c2ccccc2)NC(=O)N(CC(=O)NCc2ccccc2OC)C1=O (centres undefined)	-1	15	3	4	5	4	1	0	-2
19	O=C(N/N=C1\CCS(=O)(=O)c2ccc(F)cc21)c1ccc(O)cc1	4	-2	-1	2	-1	8	1	1	2
20	CS(=O)(=O)N(CC(=O)Nc1ccc2c(c1)OCO2)Cc1ccc(Cl)cc1	0	-4	2	0	1	-2	-5	7	1
21	Cc1ccc(C)c(S(=O)(=O)N2CCN(C(=O)c3ccc4ccccc4n3)CC2)c1	2	/	-3	-2	8	5	3	/	0
22	COc1ccc(OCCSc2nc3ccccc3n2CCC(=O)O)cc1	-2	1	1	4	2	5	2	5	0
23	COc1ccccc1C(C)NC(=O)c1ccccc1SCC(=O)N1CCCC1 (centres undefined)	-1	3	-7	3	4	4	0	1	-4
24	CCC(C)(C)C1CCC2(CC1)NC(=O)N(CC(=O)NCCCc1ccccc1)C2=O (centres undefined)	3	/	2	-4	24	-2	3	/	5
25	Cc1nc2nc(-c3ccccc3)nn2c(C)c1C	5	8	13	0	6	2	2	5	-1

The listing continues:
#	Molecule	PAFAH1B3 FP inh	GSTO1 inh	PAFAH2 inh	LYPLA1 inh	PAFAH1B2 inh	PME-1 inh	pPAFAH FP inh	Fam108B counter	PAD4 inh
26	CCCNC(=O)COc1coc(CN2CCN(Cc3ccccc3)CC2)cc1=O	15	-11	7	-2	10	1	8	2	-4
27	Cc1cc(C)cc(-n2nnc(C(=O)NCc3ccccc3)c2N)c1	1	-2	5	-3	-4	4	5	2	-15
28	O=C(c1cc(-c2ccccc2Cl)nc2ccccc12)N1CCOCC1	3	-9	2	0	5	6	10	0	-1
29	N#C/C(=C\c1ccc(N2CCOCC2)o1)C(=O)N1CCOCC1	1	2	-1	0	2	-3	-2	5	2
30	Cc1ccsc1C(=O)N1CCN(S(=O)(=O)c2cccs2)CC1	4	2	2	0	2	2	-3	-1	-1
31	CC(C)C[C@H](NC(=O)[C@H](Cc1ccccc1)n1c(=O)[nH]c2ccccc2c1=O)C(=O)N1CCC[C@H]1C(=O)O	5	-10	-6	6	1	-4	7	-2	-2
32	Cc1ccc(Sc2ccc(NC(=O)CCN3C(=O)NC4(CCCC4)C3=O)cc2)c(C)c1	2	/	38*	-4	7	2	32*	/	-2
33	CCOC(=O)c1sc(NC(=O)c2cc3n(n2)C(C(F)(F)F)CC(c2cccs2)N3)c(C(=O)OCC)c1C (centres undefined)	-2	1	-3	-3	3	-3	-3	-4	-3
34	CCCN(C(=O)COC(=O)CCOc1ccc(C)cc1)c1c(N)n(Cc2ccccc2)c(=O)[nH]c1=O	-11	-8	-4	0	-1	-2	0	-4	-3
35	CC(=O)c1ccc(Oc2ccc(C(C)=O)cc2)cc1	9	-6	-21	6	4	-4	-4	-7	-2
36	COc1ccc(CCN(C)C(=O)c2cnc(C)cn2)cc1OC	2	5	5	0	2	0	5	0	-5
37	C=CCn1c(C)cc(C(=O)COC(=O)[C@@H](NC(=O)c2ccccc2Cl)C(C)C)c1C	2	4	10	4	-1	1	4	-1	2
38	O=C(N=C1SC2CS(=O)(=O)CC2N1CCc1ccc(F)cc1)C1CCCCC1 (centres undefined)	-6	-3	-9	2	4	-3	11	-7	1
39	CC(C)(C)c1ccc(NC(=O)N2CCCN(c3c(Cl)cncc3Cl)CC2)cc1	11	0	5	-7	-4	-6	1	3	-2
40	Cc1cc(N(CCO)CCO)ccc1N=Nc1cc(F)ccc1F	-6	5	7	6	2	9	19	4	-3
41	CC(C)(C)NC(=O)COc1ccc(CNCCc2ccccc2)cc1	7	9	0	0	-1	1	-2	-2	-4
42	O=C(N/N=C/c1ccc(F)cc1)c1ccc(OCc2ccccc2)cc1	4	-7	1	-1	1	-5	9	-3	-3
43	Cc1cccc(-n2nc3c(c2NC(=O)c2cc4ccccc4o2)CS(=O)(=O)C3)c1	8	-6	-3	5	-2	1	9	2	-7
44	N#CCCn1cnc2c(=S)nc[nH]c21	5	5	9	-2	8	1	4	9	-5
45	Cc1noc(C)c1C(=O)Nc1ccccc1-c1ccccc1	-3	-1	-1	-4	4	0	6	2	0
46	CN(C)C(=O)CCc1ccc2c3c([nH]c2c1)[C@]1(C)[C@@H](C(=O)N2CCOCC2)C[C@H](CC(=O)NCCN2CCOCC2)C(=O)N1CC3	8	/	9	/	1	/	-2	/	2
47	N/C(=N\OC(=O)Oc1ccccc1)c1cccc([N+](=O)[O-])c1	7	-3	-8	-1	4	-2	-1	0	1
48	COc1ccccc1NS(=O)(=O)c1cc(NC(=S)NCC2CCCO2)ccc1C (centres undefined)	9	-7	5	-2	-3	3	0	-5	-3
49	CCSc1cc(N2CCOCC2)nc(-c2ccccc2)n1	6	1	-5	4	2	-8	5	0	-5
50	CC/C(C)=N/Nc1nc(-c2cc3cccc(OC)c3oc2=O)cs1	/	5	/	-7	/	3	13	-1	-1

(more compounds)
#	Molecule	PAFAH1B3 FP inh	GSTO1 inh	PAFAH2 inh	LYPLA1 inh	PAFAH1B2 inh	PME-1 inh	pPAFAH FP inh	Fam108B counter	PAD4 inh
51	Cn1ncc2c(Nc3ccc(Cl)c(Cl)c3)ncnc21	3	-19	-8	-41	-2	-13	-6	-3	-7
52	Cc1cc(C)n(C(=O)CNC(=O)c2ccc(C(C)(C)C)cc2)n1	1	6	4	-2	4	-1	5	-1	4
53	O=C(Nc1ccccc1F)c1cc(-c2ccco2)nc2ccccc12	3	2	6	-2	2	-4	13	-2	-4
54	Cc1ccsc1CN(C)C(=O)C1CCC(=O)N(CCc2cccc(F)c2)C1 (centres undefined)	5	7	4	1	0	-1	4	0	-2
55	O=c1oc(-c2ccc(Br)o2)nc2ccccc12	10	-19	60*	-12	3	-12	-6	-16	3
56	COc1cc(OC)c2ccc(=O)oc2c1	7	/	-7	/	2	/	-5	/	-8
57	CCOc1cc(C(C(=O)NCC2CCCO2)N(C(=O)Cn2nnc3ccccc32)c2ccc(C(C)=O)cc2)ccc1O (centres undefined)	-1	3	2	-2	-2	1	4	1	0
58	COc1ccc(C2(C(=O)Nc3ccccc3)CCOCC2)cc1	8	6	5	0	-1	-8	0	-5	-6
59	COc1cc(SC)ccc1C(=O)N1CCN(c2ccccc2OC)CC1	-2	-1	0	1	2	2	0	-3	-1
60	O=C(NCCc1ccco1)C(=O)NCC1CCCN1S(=O)(=O)c1ccccc1 (centres undefined)	9	-4	10	0	2	5	0	2	-1
61	COc1cc(NC(=O)C2CC2)c(C(=O)O)cc1OC	-1	0	-3	0	5	0	0	1	-2
62	Cc1ccnc(NC(=O)Nc2cccc(F)c2)c1	15	-8	-6	-1	2	5	3	2	-7
63	Cc1ccc(S(=O)(=O)NCCSc2nnnn2-c2ccc(C(N)=O)cc2)cc1	9	3	5	2	13	-5	3	-1	0
64	COc1ccc(C2CC(c3cccs3)=NN2c2nc(-c3ccccc3)cs2)cc1OC (centres undefined)	4	-16	-2	-4	2	-4	5	-2	-1
65	CCC(=O)N1c2ccc(S(=O)(=O)N3CCN(c4cc(C)ccc4C)CC3)cc2CC1C (centres undefined)	6	4	7	-2	0	-7	8	0	2
66	CSC1=NCCN1C(=O)c1ccc2c(c1)OCO2	3	11	-6	1	-7	-9	-1	4	-1
67	Cn1cc([N+](=O)[O-])c(C(=O)NCc2cc3cc(Cl)ccc3[nH]2)n1	4	-1	-2	-1	0	2	7	8	-3
68	Fc1ccc(C(c2nnnn2Cc2cccs2)N2CCN(c3ccccc3)CC2)cc1 (centres undefined)	1	-1	2	-1	14	-2	7	-1	-2
69	C/C(N)=C(/C#N)C(=O)CSc1nnc(Nc2cccc(C)c2)s1	4	27	2	-4	2	-4	18	3	0
70	C=CCn1c(Cc2cccs2)nnc1SCC(=O)c1cccc(Br)c1	10	25	12	-2	10	3	3	-3	-4
71	CCCCNC(=S)N(CCN(CC)CC)Cc1cc2cc3c(cc2[nH]c1=O)OCCO3	4	0	2	1	4	-5	-5	-8	12
72	COc1ccc(C)cc1NC(=O)C(OC(=O)c1ccc([N+](=O)[O-])o1)c1ccccc1 (centres undefined)	5	13	4	-6	0	-2	2	5	-10
73	COC(=O)c1cnn(-c2ccc(C)c(C)c2)c1-n1cccc1	-1	-4	-5	-4	6	0	5	3	-3
74	COc1ccc(C(=O)NCc2ccc3[nH]c(C)cc3c2)cc1OC	-2	-1	1	-1	10	-14	2	4	-10

Screens (PubChem)

This is a subset (hit frequency here may not be typical).
